Screens from PubChem.
CCHF vOTU inh: CCHFV vOTU protease inhibitors, primary screen, biochemical, Pep-AMC substrate, fluorescence. 370,000 compounds, 0.55% hits. inhibition, % at 11.5 µM. Crimean-Congo hemorrhagic fever virus L polyprotein viral ovarian tumor (vOTU) protease …; also: 0% = vehicle wells with enzyme and 100% = no enzyme wells
VHR inh abs: VHR1 phosphatase inhibitors, primary screen, biochemical, absorbance, uHTS | inhibition, % at 13.3 µM | Dual specificity protein phosphatase 3 (Homo sapiens), P51452 | recombinant VHR phosphatase, pNPP absorbance | 290,000 compounds, 0.52% hits; in the data active = inhibition above about 50%; also: some compounds called inactive have numbers as strong as hits
Target sequence (P51452 whole entry, looked up): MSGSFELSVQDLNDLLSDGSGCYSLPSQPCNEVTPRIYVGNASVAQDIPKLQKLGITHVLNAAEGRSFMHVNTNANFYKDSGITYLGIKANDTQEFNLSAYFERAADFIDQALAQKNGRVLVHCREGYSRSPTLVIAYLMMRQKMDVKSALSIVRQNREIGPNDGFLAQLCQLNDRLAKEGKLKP
FadD28 FP inh: inhibitors of FadD28 bisubstrate probe binding, primary screen, biochemical, fluorescence polarization, single point; inhibition, % at 12.5 µM; Mycobacterium tuberculosis FadD28 fatty-acid-AMP ligase; AID 588549, 2011; 360,000 compounds, 0.22% hits; in the data active = inhibition above about 8.5%, passing the limit was not always enough; inconclusive = no clear call, values can overlap the other calls
Rv3671c inh: Rv3671c serine protease inhibitors, primary screen, biochemical, fluorescence polarization, M. tuberculosis H37Rv; AID 2606, 2010; P9WHR9; 320,000 compounds, 0.048% hits; inhibition, % at 5.96 µM; in the data active = inhibition above about 38%;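 also: extracellular domain of Rv3671c used as enzyme; 0% = enzyme with DMSO and 100% = no enzyme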
Target sequence (P9WHR9 whole entry, looked up, the tested form may be a part): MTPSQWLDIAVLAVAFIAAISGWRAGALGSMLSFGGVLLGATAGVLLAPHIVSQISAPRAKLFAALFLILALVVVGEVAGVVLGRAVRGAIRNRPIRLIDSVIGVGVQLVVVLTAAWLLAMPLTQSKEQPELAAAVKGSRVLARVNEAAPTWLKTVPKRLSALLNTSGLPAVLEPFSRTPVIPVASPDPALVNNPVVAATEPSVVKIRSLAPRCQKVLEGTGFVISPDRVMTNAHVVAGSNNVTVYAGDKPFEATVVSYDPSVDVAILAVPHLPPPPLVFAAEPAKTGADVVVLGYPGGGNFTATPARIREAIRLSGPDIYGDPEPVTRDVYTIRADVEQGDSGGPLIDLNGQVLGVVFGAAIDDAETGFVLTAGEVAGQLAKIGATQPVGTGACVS
GDH-TPI counter: GDH-TPI coupling enzyme inhibitors, primary screen, artefact control for M. tuberculosis FBA inhibitor project, biochemical, absorbance, full deck; inhibition, % at 4.8 µM; GDH-TPI coupled enzyme counterscreen, NADH absorbance; 360,000 compounds, 1.2% hits; AID 588335, 2011;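 also: 0% = DMSO wells and 100% = wells lacking the enzyme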
MazF activator: activators of E. coli MazEF toxin-antitoxin RNase, primary screen, biochemical, fluorescence, uHTS. FAM/BHQ RNA-DNA oligo cleavage fluorescence, 5 h. activation, % at 20 µM. 350,000 compounds, 0.32% hits. AID 504720, 2011; in the data active = activation above about 50%
Target sequence (P0AE70 whole entry, looked up): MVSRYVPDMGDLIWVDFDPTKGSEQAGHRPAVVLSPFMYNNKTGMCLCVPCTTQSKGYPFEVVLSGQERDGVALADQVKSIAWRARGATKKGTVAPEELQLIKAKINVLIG
BoNT F protease: BoNT/F light chain protease inhibitors, primary screen, biochemical, flow cytometry, MLPCN library | AID 588497, 2011 | inhibition, % at 10 µM | Botulinum neurotoxin type F light chain protease (Clostridium botulinum) | Multiplex microsphere protease cleavage assay | 360,000 compounds, 0.22% hits; in the data active = inhibition above about 35%, passing the limit was not always enough; inconclusive = no clear call, values can overlap the other calls; also: plate controls were buffer without enzyme for full effect and enzyme alone for no effect
UGM FP inh: M. tuberculosis UGM enzyme inhibitors, primary screen, biochemical, fluorescence polarization, single point; purified UGM, fluorescence polarization probe displacement; inhibition, % at 10 µM; 320,000 compounds, 0.06% hits; AID 504406, 2011; in the data active = inhibition above about 10%, passing the limit was not always enough; inconclusive = no clear call, values can overlap the other calls
FBA Mtb inh: Mtb FBA enzyme inhibitors, primary screen, biochemical, fluorescence, strain H37Rv; Fructose-bisphosphate aldolase (Mycobacterium tuberculosis (strain ATCC 25618 / H37Rv)), …; AID 588726, 2011; inhibition, % at 1 µM; purified M. tuberculosis FBA, fluorescence read-out; 360,000 compounds, 2.3% hits; in the data active = inhibition above about 27%;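 also: 0% = vehicle and 100% = reference inhibitor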
Target sequence (P9WQA3 whole entry, looked up): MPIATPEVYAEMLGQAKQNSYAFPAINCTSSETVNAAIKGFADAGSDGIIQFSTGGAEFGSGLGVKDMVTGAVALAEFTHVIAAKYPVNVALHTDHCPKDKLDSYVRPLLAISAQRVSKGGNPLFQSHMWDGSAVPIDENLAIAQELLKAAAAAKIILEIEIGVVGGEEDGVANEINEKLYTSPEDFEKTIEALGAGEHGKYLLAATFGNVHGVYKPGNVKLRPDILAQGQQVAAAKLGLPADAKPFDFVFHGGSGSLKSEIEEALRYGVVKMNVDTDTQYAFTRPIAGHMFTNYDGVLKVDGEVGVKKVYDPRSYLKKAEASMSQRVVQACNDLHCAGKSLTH
Mtb BioA inh: M. tuberculosis BioA enzyme inhibitors, primary screen, biochemical, plate reader, single point, HTS. 7,8-diaminopelargonic acid synthase BioA (Mycobacterium tuberculosis). purified M. tuberculosis BioA enzyme. inhibition, % at 9.99 µM. 360,000 compounds, 0.096% hits; in the data active = inhibition above about 40%; inconclusive = no clear call, values can overlap the other calls
Starred values were filed as active, the others as inactive; ? = inconclusive; / = not tested or not shown. Rule as the data show it, unless noted: active = inhibition above about 30%; inactive = the rest.

Values run as follows: CCHF vOTU inh	VHR inh abs	FadD28 FP inh	Rv3671c inh	GDH-TPI counter	MazF activator	BoNT F protease	UGM FP inh	FBA Mtb inh	Mtb BioA inh
- CCc1ncc(C(O)c2cccc(OC)c2OC)n1C (stereo not drawn)
 : -16	3	1.0	2	9	2	18	-3.3	1	0.9
- O=C(NC1CCCCC1)Oc1cccc2ccccc12
 : -3	20	0.7	-8	-3	9	0	0.8	11	/
- COc1ccc([C@H]2CC(=O)C=C(c3ccc(CO)cc3)C2)cc1
 : 9	/	-5.4	2	4	7	-5	-1.2	-1	2.5
- Cc1nc(SCc2c(Cl)cccc2Cl)nc(OC(=O)N(C)C)c1C
 : -11	9	-8.8	-11	-1	-4	?	-0.9	1	-0.5
- Cc1ccc(-n2ncc3c(=O)n(CC(=O)N4CCN(C(=O)c5ccco5)CC4)cnc32)cc1
 : 3	/	-3.9	-3	-2	-2	-3	-0.6	5	-1.4
- COc1ccc(NC(=S)N(CCCN2CCCC2)Cc2cccs2)cc1
 : -8	2	-3.7	-2	-15	-9	4	2.4	-1	0.6
- CN1C(C(=O)NCc2cccc(Br)c2)CC2Cn3c(nc4cc(Cl)c(Cl)cc43)C21 (stereo not drawn)
 : 0	-9	-5.2	-2	1	-5	1	-1.3	-2	-2.8
- COc1ccc(C(=O)C(C)N(C(=O)c2ccc(Cl)cc2Cl)N2C(=O)C3C4C=CC(C4)C3C2=O)cc1 (stereo not drawn)
 : 1	17	-6.4	-4	5	3	-15	0.9	0	-0.4
- CN(CCC1CCOCC1)C(=O)C1CCC(=O)N(CCc2ccc(Cl)cc2)C1 (stereo not drawn)
 : 11	29	-1.4	-6	4	10	-4	2.6	-3	0.5
- COc1ccc(C(=O)N(Cc2ccccc2)c2cccc(C)c2)c(OC)c1OC
 : 9	5	-3.7	-1	0	5	13	-1.4	-5	0.7
- Cc1cc(O)c(C=O)c2c1C(=O)Oc1c(CO)c(O)c3c(c1O2)C(O)OC3=O (stereo not drawn)
 : /	12	18*	57*	16	-26	3	4.3	1	1.4
- Clc1ccccc1-c1ncnc2ccc(Br)cc12
 : 3	20	-2.2	6	3	-9	-2	-0.1	2	/
- CC(=O)N1CCOc2ccc(S(=O)(=O)NC[C@H]3O[C@@H](n4ccc(=O)[nH]c4=O)[C@H](O)[C@@H]3O)cc21
 : -2	/	-1.9	/	4	13	-5	/	-1	-1.5
- Cc1cc(SCC(=O)c2cccc([N+](=O)[O-])c2)nc(=O)[nH]1
 : /	-2	0.7	-11	9	7	-3	-0.5	-1	1.9
- COc1ccc(S(=O)(=O)N2CCCCCC2)cc1C(=O)N(C)CC(=O)Nc1ccccc1Br
 : -6	/	0.4	-4	-9	1	-6	3.0	3	1.7

Later entries:
Values run as follows: CCHF vOTU inh	VHR inh abs	FadD28 FP inh	Rv3671c inh	GDH-TPI counter	MazF activator	BoNT F protease	UGM FP inh	FBA Mtb inh	Mtb BioA inh
- Cc1cc(C)n(-c2nc3ccccc3s2)n1
 : -1	11	-0.1	-3	-4	-10	-2	0.2	-3	/
- O=C(CCn1cccn1)Nc1ccc2c(c1)OCCO2
 : 10	6	-3.4	7	-7	-5	-2	2.4	-1	-0.8
- Cc1cccc(NC(=S)NNC(=S)NCc2ccccc2)c1
 : 1	-6	0.2	3	8	3	-1	-0.4	-1	4.9
- Cc1cc(C(=O)Nc2cccc(C)c2C)c2ccccc2n1
 : -12	5	-3.7	2	-17	9	6	-1.0	2	-0.8
- CN(C(=O)COC(=O)CNC(=O)c1sc2ccccc2c1Cl)C1CCS(=O)(=O)C1 (stereo not drawn)
 : -8	/	1.5	10	-10	-3	-8	-4.6	2	/
- COc1ccc(CN2C(=O)C(CC(=O)NC3CC3)CC(C(=O)N(C)C)=C2C)cc1 (stereo not drawn)
 : 1	/	-3.2	/	-9	-14	0	/	-2	-3.2
- O=C(NC(=S)Nc1sc2c(c1C(=O)O)CCCC2)c1ccccc1
 : 8	9	2.0	-2	20	8	15	-0.8	0	-3.9
- Cn1c(SCC(=O)O)nnc1-c1cccc(NC(=O)c2cccc3ccccc23)c1
 : -1	-13	-1.1	6	-6	12	2	2.6	0	/
- CSc1nnc(Nc2ccccc2C)s1
 : -2	27	-2.8	-3	1	0	17	1.7	-18	-0.3
- CCN(CC)S(=O)(=O)c1cccc(C(=O)OCC(=O)NCCN2C(=O)CSC2=O)c1
 : 3	/	-1.7	3	-1	-3	0	-1.5	-2	-1.6
- CN(C)CCCn1c(=O)n(C2CCCCC2)c(=O)c2c3c(sc21)CCCCC3
 : 7	/	-1.4	0	5	0	-4	1.7	3	0.9
- CC1CC(C)(C)NC(=S)N1CCC(=O)N1c2ccccc2CC1C (stereo not drawn)
 : -1	8	-2.3	-3	13	1	2	3.0	3	-0.2
- CCOc1ccccc1C(=O)OCC(=O)Nc1cc(Cl)ccc1Oc1ccccc1
 : -1	-1	-2.7	-10	-8	-7	-1	0.8	0	/
- O=C1NCCN(Cc2cccc(Oc3ccccc3)c2)C1CC(=O)N1CCCCO1 (stereo not drawn)
 : 5	25	-2.4	0	7	-8	-7	-0.4	0	/
- C/C(=N\NC(=O)C(NC(=O)c1ccccc1)C(C)C)c1ccccc1 (stereo not drawn)
 : 3	-1	-5.1	-1	-3	8	-5	2.4	0	-0.3

Further records:
Values run as follows: CCHF vOTU inh	VHR inh abs	FadD28 FP inh	Rv3671c inh	GDH-TPI counter	MazF activator	BoNT F protease	UGM FP inh	FBA Mtb inh	Mtb BioA inh
- COc1ccc(NC(=O)CCCN2C(=O)C(c3ccccc3)Oc3cccnc32)cc1OC (stereo not drawn)
 : 1	-14	-1.3	1	12	-2	-3	0.8	6	-0.2
- CCOCCCNC(=O)C1CCN(Cc2ccc(OCc3ccccc3)c(OC)c2)CC1
 : -6	5	-4.8	3	-3	2	?	-0.6	0	-3.8
- CC(=O)c1ccc(N=C2SCCCN2C(=O)C2CCCCC2)cc1
 : 15	22	-2.8	-8	-1	5	-4	-2.1	-3	/
- O=C(NCc1ccc2c(c1)OCO2)c1cccc(C(=O)NCc2ccc3c(c2)OCO3)c1
 : 0	5	-4.8	-4	-9	6	-7	1.6	-6	1.1
- CCOC(=O)N1CCN(c2cc(N3CCOCC3)c(F)cc2[N+](=O)[O-])CC1
 : -5	17	-3.2	2	4	2	-2	0.2	-6	0.1
- C/C(CC(=O)NCc1ccco1)=N\NC(=O)Cc1ccc(-c2ccccc2)cc1
 : 9	28	0.5	0	-7	79*	31	-0.1	1	/
- CCCCn1c(O)c(C(CC)=Nc2cccc(C(=O)O)c2)c(=O)[nH]c1=O
 : -5	23	-1.1	-2	-8	-5	9	1.1	17	-1.6
- CCc1cn([C@H]2C[C@H](O)[C@@H](CO)O2)c(=O)[nH]c1=O
 : 0	12	0.6	5	20	2	-8	-2.1	4	0.5
- O=[N+]([O-])c1ccc(N2CCN(Cc3ccc([N+](=O)[O-])o3)CC2)cc1
 : 15	17	-3.7	/	24	6	-16	0.3	-8	2.7
- COc1ccc(CC(=O)N2CCc3cc(OC)c(OC)cc3C2)cc1
 : -11	10	-3.3	0	-12	3	-10	-0.8	-2	5.1
- COc1ccc(C2(C(=O)N3CCC(n4nc(-c5ccccc5)oc4=O)CC3)CC2)cc1
 : /	-18	-3.3	2	-1	-5	3	0.3	2	-1.4
- CC(CC(=O)O)Nc1ccccc1O (stereo not drawn)
 : 13	36	0.2	-14	11	-22	4	1.1	-2	/
- CN1CCN(CCC(=O)N/N=C/c2ccccn2)CC1
 : -6	19	-1.0	7	0	9	-19	-1.3	0	-0.8
- COc1ccc(C2/C(=C(/O)c3ccc4c(c3)CC(C)O4)C(=O)C(=O)N2CCCn2ccnc2)cc1OC (stereo not drawn)
 : 13	/	0.9	/	13	9	4	/	-1	-1.1
- COc1cc(/C=C/C(=O)OCC(=O)Nc2cccc(F)c2)ccc1O
 : 24	/	0.9	-7	23	-5	-1	2.0	5	8.6

(list continues)
Values run as follows: CCHF vOTU inh	VHR inh abs	FadD28 FP inh	Rv3671c inh	GDH-TPI counter	MazF activator	BoNT F protease	UGM FP inh	FBA Mtb inh	Mtb BioA inh
- COc1ccc(NC(=O)CC2Nc3ccccc3NC2=O)c([N+](=O)[O-])c1 (stereo not drawn)
 : 9	16	0.1	3	-3	10	-1	5.9	3	/
- c1ccc(-c2ccccc2-c2nc(-c3cccnc3)no2)cc1
 : 8	12	-5.5	-10	3	-3	-30	-6.6	1	0.8
- CCOc1ccccc1Nc1nnc(SCC(=O)NC(=O)c2cccn2C)s1
 : 6	8	1.6	-5	6	7	-3	0.1	-2	/
- COc1ccc(S(=O)(=O)NC(Cc2ccccc2)C(=O)O)cc1 (stereo not drawn)
 : 4	21	0.5	-4	2	3	-6	-1.8	3	-1.6
- CC1Cc2ccccc2N1C(=O)COC(=O)c1ccc(O)cc1 (stereo not drawn)
 : 11	25	-1.6	-4	9	4	-8	-1.7	8	0.6
- Cc1noc(C)c1COC(=O)c1csc2c1CCC(C)C2 (stereo not drawn)
 : 3	/	-1.5	-4	0	-7	6	-0.9	1	0.8
- Cc1ccc2c(c1)N(Cc1cccc(F)c1)C(=O)C(C)O2 (stereo not drawn)
 : 5	13	-1.9	1	-1	-6	-10	0.8	1	-2.0
- CC(CC(=O)Nc1nncs1)c1ccccc1 (stereo not drawn)
 : 20	29	-1.2	-8	1	14	-7	-0.9	2	-0.9

Some of these compounds in order of SMILES length, smallest number first:
Values run as follows: CCHF vOTU inh	VHR inh abs	FadD28 FP inh	Rv3671c inh	GDH-TPI counter	MazF activator	BoNT F protease	UGM FP inh	FBA Mtb inh	Mtb BioA inh
- CC(CC(=O)O)Nc1ccccc1O (stereo not drawn)
 : 13	36	0.2	-14	11	-22	4	1.1	-2	/
- CC(CC(=O)Nc1nncs1)c1ccccc1 (stereo not drawn)
 : 20	29	-1.2	-8	1	14	-7	-0.9	2	-0.9
- CN1CCN(CCC(=O)N/N=C/c2ccccn2)CC1
 : -6	19	-1.0	7	0	9	-19	-1.3	0	-0.8
- Cc1noc(C)c1COC(=O)c1csc2c1CCC(C)C2 (stereo not drawn)
 : 3	/	-1.5	-4	0	-7	6	-0.9	1	0.8
- CC1Cc2ccccc2N1C(=O)COC(=O)c1ccc(O)cc1 (stereo not drawn)
 : 11	25	-1.6	-4	9	4	-8	-1.7	8	0.6
- Cc1ccc2c(c1)N(Cc1cccc(F)c1)C(=O)C(C)O2 (stereo not drawn)
 : 5	13	-1.9	1	-1	-6	-10	0.8	1	-2.0
- COc1ccc(CC(=O)N2CCc3cc(OC)c(OC)cc3C2)cc1
 : -11	10	-3.3	0	-12	3	-10	-0.8	-2	5.1
- COc1cc(/C=C/C(=O)OCC(=O)Nc2cccc(F)c2)ccc1O
 : 24	/	0.9	-7	23	-5	-1	2.0	5	8.6
- CCc1cn([C@H]2C[C@H](O)[C@@H](CO)O2)c(=O)[nH]c1=O
 : 0	12	0.6	5	20	2	-8	-2.1	4	0.5
- COc1ccc(NC(=O)CC2Nc3ccccc3NC2=O)c([N+](=O)[O-])c1 (stereo not drawn)
 : 9	16	0.1	3	-3	10	-1	5.9	3	/
- O=[N+]([O-])c1ccc(N2CCN(Cc3ccc([N+](=O)[O-])o3)CC2)cc1
 : 15	17	-3.7	/	24	6	-16	0.3	-8	2.7
- COc1ccc(C2/C(=C(/O)c3ccc4c(c3)CC(C)O4)C(=O)C(=O)N2CCCn2ccnc2)cc1OC (stereo not drawn)
 : 13	/	0.9	/	13	9	4	/	-1	-1.1

Hits appear at their usual frequency; any-hit rate near 4.9%.
